GALK inhibitor – inhibitors of human galactokinase. P51570. Purified GALK, Kinase-Glo residual ATP luminescence. Potency, µM (titrated, usually from 57.5 µM), inactives show at the highest dose activity change, negative = inhibition, usual class: inhibitors. actives 0.007% (n = 270,000); further: potency means the concentration at half of the fitted maximal effect
Target sequence (P51570 whole entry, looked up): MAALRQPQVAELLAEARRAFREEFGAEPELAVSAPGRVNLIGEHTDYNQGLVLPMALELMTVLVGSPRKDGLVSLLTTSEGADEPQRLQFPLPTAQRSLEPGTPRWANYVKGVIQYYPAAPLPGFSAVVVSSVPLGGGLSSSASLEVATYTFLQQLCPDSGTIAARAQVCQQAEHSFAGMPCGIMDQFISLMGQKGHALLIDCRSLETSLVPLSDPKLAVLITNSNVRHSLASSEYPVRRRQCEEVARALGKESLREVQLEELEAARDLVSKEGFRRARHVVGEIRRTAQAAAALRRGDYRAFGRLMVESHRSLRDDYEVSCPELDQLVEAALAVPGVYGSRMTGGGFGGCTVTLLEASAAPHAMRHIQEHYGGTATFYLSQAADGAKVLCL
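Galactose (100 uM) and ATP (35 uM) were turned over by 5 nM GALK for 1 h at RT. Kinase-Glo Plus then converted the remaining ATP into a luminescent signal.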
USP2a inh – USP2a (human) protease inhibition | O75604 | Potency, µM (doses to about 38.3 µM), for the others: at the top dose activity change, negative = inhibition, usual class: inhibitors | actives 0.01% (n = 330,000) | USP2 core, Ub-CHOP2 coupled fluorogenic reporter, 485/531;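 further: potency means the concentration at half of the fitted maximal effect; plate controls were DMSO wells for no effect and full inhibition by NEM control for full effect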
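Deubiquitinase activity read as fluorescence (485/531 nm) after Ub-CHOP2 cleavage activates the enterokinase reporter on its substrate; USP2 core 10nM, Ub-CHOP2 and substrate 25nM each, 30min compound preincubation then 60min RT; data normalized to NEM, curves fitted.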
Chronic BCR inh – inhibitors of chronic active B-cell receptor signaling; ABC-DLBCL IkBa-CBG/CBR reporter, luminescence ratio, 4 h; Potency, µM (doses to about 46.1 µM), for the others: at the top dose ratio change, negative = lower green/red ratio, usual class: inhibitors; actives 0.05% (n = 340,000); AID 493014; active means well fitted inhibition curve with a large enough effect in the signal ratio, with a control signal flat, not every such curve was filed as active; inconclusive means small, poorly fitted or top-dose-only effect, or effect the other way, or a change in a side signal; the % refers to the signal ratio;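 further: potency means the concentration at half of the fitted maximal effect; plate controls were basal doxycycline-induced cells for no effect and cells given 10 µM MG132 for full effect; MG132 reads +100%, hits lower the ratio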
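Compounds up to 46 uM were incubated four hours with TMD8 cells whose green CBG68 luciferase is fused to IkappaBalpha; red CBR luminescence normalised the signal, and concentration-effect curves were fitted to fusion, red and ratio data.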
Eya2 phos inh – blocks the phosphatase activity of human Eya2; O00167; recombinant Eya2, OMFP fluorescence dephosphorylation (OMFP is methylfluorescein phosphate); Potency, µM (series often up to 76.9 µM), for inactives: at the top dose activity, negative = inhibition, actives largely listed as inhibitors; actives 0.006% (n = 330,000); AID 488837; further: potency means the concentration at half of the fitted maximal effect
Target sequence (O00167 whole entry, looked up): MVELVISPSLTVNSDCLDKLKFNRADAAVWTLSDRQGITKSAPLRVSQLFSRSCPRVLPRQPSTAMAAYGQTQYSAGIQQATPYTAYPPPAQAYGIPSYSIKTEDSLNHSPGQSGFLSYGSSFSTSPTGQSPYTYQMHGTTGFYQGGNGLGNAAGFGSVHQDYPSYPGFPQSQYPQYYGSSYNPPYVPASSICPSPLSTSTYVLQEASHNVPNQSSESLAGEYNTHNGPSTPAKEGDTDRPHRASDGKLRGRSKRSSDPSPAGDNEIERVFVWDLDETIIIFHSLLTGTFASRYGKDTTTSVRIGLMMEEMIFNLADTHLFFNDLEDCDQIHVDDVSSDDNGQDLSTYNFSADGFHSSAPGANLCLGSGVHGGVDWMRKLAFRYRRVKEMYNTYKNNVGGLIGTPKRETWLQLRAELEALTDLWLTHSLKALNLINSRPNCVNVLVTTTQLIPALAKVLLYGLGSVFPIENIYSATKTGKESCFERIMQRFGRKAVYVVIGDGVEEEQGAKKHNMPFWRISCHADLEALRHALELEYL
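Eya2 protein (added as 0.2 uM solution) was preincubated with compound for 10 min at ambient temperature in 50 mM HEPES pH 7.5, 50 mM NaCl, 5 uM MgCl2, 0.05% BSA, 1 mM DTT. OMFP (added at 50 uM) then reacted 10 min; fluorescence read at 485/525 nm.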
uPA generation – blocks generation of uPA at the cell surface; cell surface uPA generation assay, qHTS; Potency, µM (series often up to 38.3 µM), inactives show top-dose activity change, negative = inhibition, most hits filed as inhibitors; actives 0.31% (n = 330,000); AID 540303; active means well fitted inhibition curve with a large enough effect; inconclusive means small, poorly fitted or top-dose-only effect; inactive means no such curve, though single readings can be large or run the other way; tested in mouse RAW 264.7 cells; further: potency means the concentration at half of the fitted maximal effect; nearly all actives have a fitted effect of over 55% in size
Giardia killer – kills Giardia lamblia. activity change, % at 7.66 µM, hits read low. actives 0.15% (n = 340,000). Giardia lamblia trophozoite viability; in the data active means activity change below about -80%; inconclusive means between about -30% and that limit;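 further: parasites exposed to compound for two days anaerobically before the ATP read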
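Anaerobic 48 hrs incubation at 37 deg C of 100 trophozoites/well with test compounds; ATPLite 1-Step luminescence, 15-30 min RT, reports cellular ATP as viability.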
B2AR arrestin – agonists driving beta-arrestin recruitment to human beta2-adrenergic receptor | P07550 | beta-arrestin recruitment to beta2AR, cell-based reporter | Potency, µM (top dose mostly 46.1 µM), inactives show at the highest dose activation, most hits filed as activators | actives 0.02% (n = 330,000);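 further: potency means the concentration at half of the fitted maximal effect; 0% = DMSO controls and full agonism = EC100 isoproterenol or metaproterenol; nearly all actives have a fitted effect of over 65% in size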
KCNH2 3.1 inh – blocks the human KCNH2 3.1 channel isoform | U2OS KCNH2 3.1, thallium flux FluxOr; stronger effect = lower value | activity change, % (tested at about 1.8 µM) | actives 0.95% (n = 340,000) | AID 720553;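 active means maximum activity change below -70%; inconclusive means maximum activity change from -70% to -50%; inactive means maximum activity change above -50%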;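 further: thallium influx rate constant from kinetic fluorescence after stimulation buffer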
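FluxOr-based Tl+ influx in U2OS cells transduced with KCNH2 3.1 virus; rate constants normalized to DMSO controls.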
Coupling enz – inhibits coupling enzyme system, counter-screen for aldolase hits; coupling enzyme system counterscreen, AmpLite Red fluorescence; activity change, negative = inhibition, % at 58.2 µM, hits read low; actives 0.67% (n = 290,000); in the data active means activity change below about -30%
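Final compound at 57.5 uM, incubated 10 min at RT with coupling enzyme reagent (glyceraldehyde-3-phosphate), then 20 min with substrate and AmpLite Red detection. Fluorescence read at 525/598 nm; tests interference with the coupling assay, not aldolase inhibition.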
hERG WT inh – inhibitors of human wildtype KCNH2 potassium channel; U2OS, BacMam KCNH2, thallium flux FluxOr; stronger effect = lower value; activity change, % at 1.84 µM; actives 0.37% (n = 340,000); AID 720551;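 active means maximum activity change below -70%; inconclusive means maximum activity change between -70% and -50%; inactive means maximum activity change above -50%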
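U2OS cells were transduced with wild-type KCNH2 virus (2.03 x 10^8 / mL) for 4 h at room temperature, then cultured overnight at 37 C. Thallium flux was read with FluxOr dye. Rate constants were normalized to DMSO controls.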
PKM2 activator – PKM2 (human) enzyme activation | AID 1631 | purified PKM2, Kinase-Glo ATP luminescence, activation; response scale: 0% is enzyme alone, no compound | actives 0.34% (n = 260,000) | P14618 | Potency, µM (doses to about 57.5 µM), inactives show top-dose activation, usual class: activators; further: potency means the concentration at half of the fitted maximal effect; nearly all actives have a fitted effect of over 55% in size
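Kinase-Glo luminescence reports ATP generated from ADP (0.1 mM) and PEP (0.5 mM) by purified hPK-M2 after 1 h at room temperature, pH 7.2 imidazole buffer; intermediate enzyme activity allows detecting inhibitors and activators.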
Numbers without * were called inactive; [ ] = remark or other dose. Unless noted, the call rests on the fitted dose curve; in most records, active means well fitted curve in the direction sought with a large enough effect; inconclusive means small, poorly fitted or top-dose-only effect, or another doubt; inactive means no such curve, though single readings can be large; an effect the other way counts as inactive or inconclusive. Unless noted, on the % scale 0 is the no-effect control and ±100 the full control effect.

What do the screens show for `CCOC(=O)c1nn(-c2ccc(F)cc2)c(=O)c2c(N)scc12`?
GALK inhibitor: -1%; USP2a inh: -3%; Chronic BCR inh: inconclusive; Eya2 phos inh: -13%; uPA generation: 7%; Giardia killer: -11; B2AR arrestin: -0.2%; KCNH2 3.1 inh: 1; Coupling enz: 12; hERG WT inh: -3; PKM2 activator: 9%

Results for COc1ccc2nc(SCC(=O)NN)cc(C)c2c1 ?
GALK inhibitor: -2%; USP2a inh: 0%; Chronic BCR inh: 5%; Eya2 phos inh: 19%; uPA generation: -1%; Giardia killer: 4; B2AR arrestin: -0.1%; KCNH2 3.1 inh: 0; Coupling enz: -2; hERG WT inh: 3; PKM2 activator: 0%

Results for CCOC(=O)[C@H]1[C@H]2COc3ccc(Br)cc3[C@@H]2N2C(=O)CN(CC3CCCO3)C(=O)[C@@]12C (some centres not stated) ?
USP2a inh: 1%; Chronic BCR inh: 6%; Eya2 phos inh: -4%; uPA generation: 4%; Giardia killer: 1; B2AR arrestin: 2.5%; KCNH2 3.1 inh: -45; hERG WT inh: 7

Results for CC(=O)Nc1ccc(S(=O)(=O)NCCC(=O)OC(C)C(=O)NC2(C#N)CCCCC2)cc1 (configuration not stated) ?
USP2a inh: -1%; Chronic BCR inh: 0%; Eya2 phos inh: 14%; uPA generation: 10%; Giardia killer: -1; B2AR arrestin: -0.2%; KCNH2 3.1 inh: 3; hERG WT inh: -16

Results for N#Cc1cnn(Cc2ccccc2)c1N ?
GALK inhibitor: 1%; USP2a inh: -1%; Chronic BCR inh: 3%; Eya2 phos inh: -4%; uPA generation: 3%; Giardia killer: 4; B2AR arrestin: -0.5%; KCNH2 3.1 inh: 7; Coupling enz: 1; hERG WT inh: -24; PKM2 activator: 17%

Results for CCN1CCN(Cc2cc(=O)oc3cc(C)cc(C)c23)CC1 ?
GALK inhibitor: -1%; USP2a inh: 0%; Chronic BCR inh: 0%; Eya2 phos inh: 2%; uPA generation: -2%; Giardia killer: 11; B2AR arrestin: -0.1%; KCNH2 3.1 inh: -21; Coupling enz: 1; hERG WT inh: -17; PKM2 activator: inconclusive

Results for COc1cccc(/C=C2\Sc3ccc(C(=O)NCC4CCCO4)cc3N(C)C2=O)c1 (configuration not stated) ?
GALK inhibitor: -2%; USP2a inh: -15%; Chronic BCR inh: -28%; Eya2 phos inh: -4%; uPA generation: -30%; Giardia killer: 22; B2AR arrestin: 0.4%; KCNH2 3.1 inh: -14; Coupling enz: 1; hERG WT inh: 23

What do the screens show for `CSc1ccccc1C(=O)NCCc1ccc(S(=O)(=O)N2CCCCC2)cc1`?
GALK inhibitor: -3%; USP2a inh: 0%; Chronic BCR inh: -12%; Eya2 phos inh: 11%; Giardia killer: -3; B2AR arrestin: 0.3%; KCNH2 3.1 inh: -15; Coupling enz: 2; hERG WT inh: -12; PKM2 activator: -1%

What do the screens show for `CCNC(=O)C(C)NC(=O)C1=NN(c2ccccc2)C(=O)CC1` (configuration not stated)?
GALK inhibitor: 13%; USP2a inh: 1%; Chronic BCR inh: 11%; Eya2 phos inh: 7%; uPA generation: -2%; Giardia killer: 66[activator]; B2AR arrestin: 0.3%; KCNH2 3.1 inh: -7; Coupling enz: 0; hERG WT inh: 11; PKM2 activator: -3%

How did O=C(OC1CCOC1=O)c1cccc(S(=O)(=O)Nc2cccc(Cl)c2)c1 (configuration not stated) do in these assays?
GALK inhibitor: 1%; USP2a inh: 0%; Chronic BCR inh: -1%; Eya2 phos inh: -9%; uPA generation: 0%; Giardia killer: -21; B2AR arrestin: -1.0%; KCNH2 3.1 inh: -5; Coupling enz: 2; hERG WT inh: -6; PKM2 activator: 9%

What do the screens show for `CN(CC(=O)Nc1ccccc1Cl)C(=O)COC(=O)c1nc(Cl)c(Cl)c(Cl)c1Cl`?
GALK inhibitor: -10%; USP2a inh: -11%; Chronic BCR inh: inconclusive; Eya2 phos inh: -4%; uPA generation: -28%; Giardia killer: inconclusive; B2AR arrestin: inconclusive; KCNH2 3.1 inh: 1; Coupling enz: 0; hERG WT inh: 9; PKM2 activator: 2%

Results for COc1ccc(Cl)cc1NC(=O)Cn1c(C)csc1=O ?
USP2a inh: 1%; Chronic BCR inh: -1%; Eya2 phos inh: 1%; uPA generation: 0%; Giardia killer: 3; B2AR arrestin: 0.0%; KCNH2 3.1 inh: 5; hERG WT inh: -1

Results for O=C(CSc1ncnc2c1cnn2-c1ccccc1Cl)N1CCN(C(=O)c2ccco2)CC1 ?
GALK inhibitor: 4%; USP2a inh: -2%; Chronic BCR inh: -1%; Eya2 phos inh: 6%; uPA generation: 1%; Giardia killer: 6; B2AR arrestin: -0.4%; KCNH2 3.1 inh: 10; Coupling enz: 3; hERG WT inh: -10; PKM2 activator: 7%

How did CCOc1ccccc1N(C(=O)c1snc(C(N)=O)c1N)C(CC)C(=O)NC1CCCC1 (configuration not stated) do in these assays?
GALK inhibitor: 6%; USP2a inh: -1%; Chronic BCR inh: 0%; Eya2 phos inh: -6%; uPA generation: 2%; Giardia killer: 13; B2AR arrestin: -0.9%; KCNH2 3.1 inh: 3; Coupling enz: 2; hERG WT inh: 2; PKM2 activator: -1%

What do the screens show for `CC1CCCCC12NC(=O)N(CC(=O)Nc1nccs1)C2=O` (configuration not stated)?
USP2a inh: 3%; Chronic BCR inh: inconclusive; Eya2 phos inh: 0%; uPA generation: 4%; Giardia killer: 4; B2AR arrestin: -0.3%; KCNH2 3.1 inh: 8; hERG WT inh: -2

How did Clc1ccc(-c2ccc(CNCC3CCCO3)o2)cc1 (configuration not stated) do in these assays?
GALK inhibitor: 1%; USP2a inh: 1%; Chronic BCR inh: 8%; Eya2 phos inh: 8%; uPA generation: -3%; Giardia killer: 25; B2AR arrestin: -0.4%; KCNH2 3.1 inh: 27; Coupling enz: 0; hERG WT inh: 31; PKM2 activator: 0%

Results for COc1ccccc1C(=O)Nc1ccc(C)cc1C(=O)c1ccccc1 ?
GALK inhibitor: -1%; USP2a inh: -8%; Chronic BCR inh: inconclusive; Eya2 phos inh: -10%; uPA generation: 1%; Giardia killer: -22; B2AR arrestin: -0.3%; KCNH2 3.1 inh: 6; Coupling enz: 6; hERG WT inh: 14; PKM2 activator: -2%

How did Cc1cc(S(=O)(=O)Nc2ccc3c(c2)n(C)c(=O)n3C)ccc1F do in these assays?
GALK inhibitor: -1%; USP2a inh: -1%; Chronic BCR inh: inconclusive; Eya2 phos inh: -10%; uPA generation: -12%; Giardia killer: 5; B2AR arrestin: -0.3%; KCNH2 3.1 inh: -15; Coupling enz: -2; hERG WT inh: 3; PKM2 activator: inconclusive

What do the screens show for `Cc1cc(C)c(C(=O)CSc2nnc(C)s2)c(C)c1`?
GALK inhibitor: 0%; USP2a inh: 0%; Chronic BCR inh: -1%; Eya2 phos inh: 0%; uPA generation: -6%; Giardia killer: -20; B2AR arrestin: -0.1%; KCNH2 3.1 inh: 2; Coupling enz: -10; hERG WT inh: 6; PKM2 activator: 11%

Results for CN(C)C(=O)N1CCC(C(=O)NCc2ccc(F)cc2Cl)CC1 ?
GALK inhibitor: 0%; USP2a inh: 0%; Chronic BCR inh: 1%; Eya2 phos inh: 0%; uPA generation: -7%; Giardia killer: -2; B2AR arrestin: -0.2%; KCNH2 3.1 inh: -4; Coupling enz: 3; hERG WT inh: -13; PKM2 activator: 2%

How did O=c1c2ccccc2c(-c2ccccc2)nn1Cc1ccccc1 do in these assays?
GALK inhibitor: 1%; USP2a inh: 2%; Chronic BCR inh: 2%; Eya2 phos inh: 7%; uPA generation: -1%; Giardia killer: -22; B2AR arrestin: -0.4%; KCNH2 3.1 inh: 7; Coupling enz: 6; hERG WT inh: -10; PKM2 activator: -3%

2 entries drawn at random from those above:
How did Clc1ccc(-c2ccc(CNCC3CCCO3)o2)cc1 (configuration not stated) do in these assays?
GALK inhibitor: 1%; USP2a inh: 1%; Chronic BCR inh: 8%; Eya2 phos inh: 8%; uPA generation: -3%; Giardia killer: 25; B2AR arrestin: -0.4%; KCNH2 3.1 inh: 27; Coupling enz: 0; hERG WT inh: 31; PKM2 activator: 0%

How did O=c1c2ccccc2c(-c2ccccc2)nn1Cc1ccccc1 do in these assays?
GALK inhibitor: 1%; USP2a inh: 2%; Chronic BCR inh: 2%; Eya2 phos inh: 7%; uPA generation: -1%; Giardia killer: -22; B2AR arrestin: -0.4%; KCNH2 3.1 inh: 7; Coupling enz: 6; hERG WT inh: -10; PKM2 activator: -3%
